High-throughput results: PubChem, National Center for Advancing Translational Sciences (NCATS)
GLP-1R agonist: activates the human GLP-1 receptor. P43220. Potency, µM (series often up to 45.6 µM), inactives show at the highest dose activation, most hits filed as activators. AID 624172. HEK293 GLP-1R CRE-luciferase, luminescence, 4-6 h; cells express a hypersensitive GLP-1R form. 0.007% of 380,000 active; also: potency is read from the fitted curve at half-maximal effect; % of control where 0% means no effect
Target sequence (P43220 whole entry, looked up): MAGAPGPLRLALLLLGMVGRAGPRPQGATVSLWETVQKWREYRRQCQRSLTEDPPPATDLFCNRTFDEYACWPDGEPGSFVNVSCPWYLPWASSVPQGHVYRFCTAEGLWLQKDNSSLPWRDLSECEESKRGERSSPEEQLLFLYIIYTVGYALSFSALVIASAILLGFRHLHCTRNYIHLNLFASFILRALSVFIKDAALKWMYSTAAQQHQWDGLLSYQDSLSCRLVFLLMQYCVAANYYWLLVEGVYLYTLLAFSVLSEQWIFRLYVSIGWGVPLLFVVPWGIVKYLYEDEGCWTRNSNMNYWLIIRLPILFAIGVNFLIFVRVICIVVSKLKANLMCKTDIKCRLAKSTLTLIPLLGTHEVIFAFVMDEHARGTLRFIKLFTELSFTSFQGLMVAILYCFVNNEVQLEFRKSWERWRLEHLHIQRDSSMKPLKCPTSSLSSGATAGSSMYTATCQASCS
SW480 rerep: inducers of DNA re-replication in SW480 colon cancer cells | 1.8% of 340,000 active | Potency, µM (doses to about 46.1 µM), inactives show top-dose re-replication activation, hits mostly activators | SW480 DNA re-replication, Hoechst DNA content imaging, 48 h; also: potency is read from the fitted curve at half-maximal effect; % of control where 0% means no effect; nearly all actives have a fitted effect of over 55% in size
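Treated cells incubate 48 hr (37 C, 5% CO2), are stained 40 min with Hoechst, and nuclear fluorescence is enumerated; a rise in nuclei with high DNA signal marks re-replication.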
IL-1B inflam inh: inflammasome signaling inhibition, IL-1 beta readout; THP-1 LPS/ATP IL-1B secretion, AlphaLISA, 16 h; hits give low values; activity change, % at 57.5 µM; 4.7% of 360,000 active; in the data active = activity change below about -50%; inconclusive = mostly about -30% to -49%; also: % is scaled to controls: 0 for no effect and ±100 for the full control effect
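Secreted IL-1B measured by AlphaLISA bead assay after 16 h compound exposure of THP-1 cells; compounds (final up to 57.5 uM) added 1 h before LPS (250 ng/mL) and ATP (1.25 mM) stimulation; lower signal means less secretion.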
HT1080NT lethal: kills 2HG-producing HT-1080-NT fibrosarcoma cells. HT-1080-NT fibrosarcoma viability, CellTiter-Glo ATP luminescence, 48 h. Potency, µM (doses to about 46.1 µM), for the others: at the highest dose activity, negative = less viability, actives largely listed as cytotoxic. 1.6% of 360,000 active. AID 686970;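 also: NT is the 2HG producing partner of a matched IDH1 knockdown line; potency is read from the fitted curve at half-maximal effect; 0% = DMSO-treated cells and -100% = media-only wells without cells; nearly all actives have a fitted effect of over 55% in size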
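Read-out is CellTiter-Glo luminescence after 10 minutes at room temperature, following 48 hours' compound treatment of HT-1080-NT cells (750 cells/well, RPMI, 5% FBS, 37 degrees C).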
HT1080 IDH1KD tx: toxicity to HT-1080 IDH1 knockdown cells (counter line). HT-1080 IDH1 knockdown viability, ATP luminescence, 48 h. AID 686971. Potency, µM (doses to about 46.1 µM), for inactives: top-dose activity, negative = toxicity, most hits filed as cytotoxic. 2% of 360,000 active;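 also: potency is read from the fitted curve at half-maximal effect; 0% = DMSO wells and -100% = cell-free medium wells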
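CellTiter-Glo luminescence after 48 h compound exposure at 37 degrees C of IDH1-knockdown HT-1080 cells in 5% FBS RPMI. %Activity scaled between DMSO wells and cell-free media wells, with curves fitted and assigned curve classes.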
KB-V1 MDR tox: KB-V1 MDR subline cytotoxicity; KB-V1 MDR cells viability, CellTiter-Glo, 72 h; Potency, µM (highest dose often 46.1 µM), for inactives: top-dose activity change, negative = cytotoxicity, actives largely listed as cytotoxic; 3.4% of 400,000 active; AID 1347076; also: potency is read from the fitted curve at half-maximal effect; % is scaled to controls: 0 for no effect and ±100 for the full control effect; nearly all actives have a fitted effect of over 60% in size
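KB-V1, DMEM (no phenol red) + 10% FBS; cpd pin-transferred, titration series; 72 h, 37 degrees C; CellTiter-Glo, luminescence. Data normalized, curve-fit.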
DRD3 antagonist: antagonists of human D3 dopamine receptor; max response, negative = inhibition, %; 2.5% of 360,000 active; D3R cells, DiscoveRx beta-arrestin luminescence, antagonist mode; hits give low values; AID 652054; P35462; in the data active = max response below about -50%; inconclusive = no clear call, values can overlap the other calls; also: % is scaled to controls: 0 for no effect and ±100 for the full control effect; mostly tested at two doses, the higher about 12 µM
Target sequence (P35462 whole entry, looked up): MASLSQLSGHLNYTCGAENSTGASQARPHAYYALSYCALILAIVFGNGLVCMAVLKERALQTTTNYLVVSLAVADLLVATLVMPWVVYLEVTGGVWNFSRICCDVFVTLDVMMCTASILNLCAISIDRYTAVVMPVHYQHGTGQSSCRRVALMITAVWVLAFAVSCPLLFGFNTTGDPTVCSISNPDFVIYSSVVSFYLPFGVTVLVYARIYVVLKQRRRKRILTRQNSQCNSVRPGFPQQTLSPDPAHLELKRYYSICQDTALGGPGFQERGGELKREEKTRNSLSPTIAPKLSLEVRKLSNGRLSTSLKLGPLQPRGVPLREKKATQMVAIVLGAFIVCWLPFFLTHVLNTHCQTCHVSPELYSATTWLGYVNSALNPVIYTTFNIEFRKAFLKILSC
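Cells plated overnight at 1500 cells/well, then exposed to library compounds with dopamine controls for 90 minutes at 37 degrees C. DiscoveRx reagent added for 30–60 minutes at room temperature; luminescence read, quantitative HTS format.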
D3 ag: agonists of human D3 dopamine receptor | D3R DiscoveRx beta-arrestin cells, luminescence, 90 min | max activation, % | 0.58% of 410,000 active | AID 652048; in the data active = max activation above about 30%; also: 0% is about no effect; mostly tested at two doses, the higher about 12 µM
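Cells at 1500/well, incubated overnight, then treated with pinned compounds (dopamine as control) for 90 min at 37 degrees C. DiscoveRx reagent added for 30 - 60 minutes at room temperature; luminescence read.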
KB-3-1 cytotox: KB-3-1 parental cell cytotoxicity | AID 1347075 | KB-3-1 viability, CellTiter-Glo ATP luminescence, 72 h | Potency, µM (top dose mostly 46.1 µM), without a hit: at the top dose activity change, negative = cytotoxic, most hits filed as cytotoxic | 1.4% of 400,000 active; also: potency is read from the fitted curve at half-maximal effect; % is scaled to controls: 0 for no effect and ±100 for the full control effect; nearly all actives have a fitted effect of over 60% in size
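Parental KB-3-1 adenocarcinoma cells in phenol-red-free DMEM with 10% FBS were pin-treated with compounds at several concentrations, incubated 72 h at 37 °C, and viability read by CellTiter-Glo luminescence; concentration-effect curves were fitted after normalization.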
* marks the source's active call; other numbers are inactive results. Unless noted, calls follow the shape of the dose curve; as a rule, active = well fitted curve in the direction sought with a large enough effect; inconclusive = small, poorly fitted or top-dose-only effect, or another doubt; inactive = no such curve, though single readings can be large; an effect the other way counts as inactive or inconclusive.

Results for CCCc1nc(SCC(=O)Nc2ccc(N3CCOCC3)cc2)c2ccccc2n1 ?
GLP-1R agonist: -0.6%; SW480 rerep: -0.8%; IL-1B inflam inh: 2.9; HT1080NT lethal: -7.3%; HT1080 IDH1KD tx: -5.7%; KB-V1 MDR tox: -29.9%; DRD3 antagonist: 8.8; D3 ag: 3.6; KB-3-1 cytotox: -11.0%

How did CC(NC(=O)C1CCCO1)c1ccccc1 (stereo not given) do in these assays?
GLP-1R agonist: 0.2%; SW480 rerep: 0.4%; IL-1B inflam inh: 0.6; HT1080NT lethal: 15.4%; HT1080 IDH1KD tx: 15.6%; KB-V1 MDR tox: 26.0%; DRD3 antagonist: 1.3; D3 ag: -0.3; KB-3-1 cytotox: 0.7%

Results for Cn1ncc(Cl)c1C(=O)Nc1cccc(Cl)c1 ?
GLP-1R agonist: 0.0%; SW480 rerep: 0.0%; IL-1B inflam inh: -19.1; HT1080NT lethal: -0.8%; HT1080 IDH1KD tx: 3.8%; KB-V1 MDR tox: -6.6%; DRD3 antagonist: -10.2; D3 ag: 0.2; KB-3-1 cytotox: inconclusive

Results for C=CCOc1c(Br)cc(/C=C2\SC(=Nc3ccccc3)NC2=O)cc1OC ?
GLP-1R agonist: 4.6%; SW480 rerep: 18.9%; IL-1B inflam inh: -0.1; HT1080NT lethal: -17.0%; HT1080 IDH1KD tx: -23.9%; KB-V1 MDR tox: 12.0%; DRD3 antagonist: inconclusive; D3 ag: -13.5; KB-3-1 cytotox: 1.3%

How did CCOc1ccc(C(=O)Nc2cccc(-c3ccc(N4CCOCC4)nn3)c2)cc1OCC do in these assays?
GLP-1R agonist: 4.2%; SW480 rerep: 1.4%; IL-1B inflam inh: -5.9; HT1080NT lethal: 4.5%; HT1080 IDH1KD tx: 4.2%; KB-V1 MDR tox: inconclusive; DRD3 antagonist: 6.0; D3 ag: 1.8; KB-3-1 cytotox: 1.8%

Results for COc1cc(/C=C/CO)cc(OC)c1O[C@@H]1O[C@H](CO)[C@@H](O)[C@H](O)[C@H]1O ?
GLP-1R agonist: -0.9%; SW480 rerep: -3.9%; IL-1B inflam inh: 23.8; HT1080NT lethal: -13.4%; HT1080 IDH1KD tx: 1.2%; KB-V1 MDR tox: -4.5%; DRD3 antagonist: 14.7; D3 ag: -3.0; KB-3-1 cytotox: 17.7%

Results for CCOc1ccc(NC(=O)c2ccc(N)cc2)cc1 ?
GLP-1R agonist: 2.4%; SW480 rerep: -4.3%; IL-1B inflam inh: -8.1; HT1080NT lethal: 0.0%; HT1080 IDH1KD tx: 0.3%; KB-V1 MDR tox: -0.2%; DRD3 antagonist: 2.4; D3 ag: 3.4; KB-3-1 cytotox: -13.4%

How did CCOC(=O)[C@H]1[C@H]2COc3ccc(Br)cc3[C@H]2N2C(=O)CN(CCc3c[nH]c4ccccc34)C(=O)[C@@]12C do in these assays?
GLP-1R agonist: -6.3%; SW480 rerep: 7.8%; IL-1B inflam inh: -17.8; HT1080NT lethal: -0.6%; HT1080 IDH1KD tx: -0.9%; KB-V1 MDR tox: 3.9%; DRD3 antagonist: -7.1; D3 ag: 0.7; KB-3-1 cytotox: inconclusive

How did CCOC(=O)N1CCN(C(=O)c2cc3n(n2)C(C(F)(F)F)CC(c2ccc4c(c2)OCO4)N3)CC1 (stereo not given) do in these assays?
GLP-1R agonist: 0.0%; SW480 rerep: -6.8%; IL-1B inflam inh: 0.0; HT1080NT lethal: 5.6%; HT1080 IDH1KD tx: 4.4%; KB-V1 MDR tox: -12.9%; DRD3 antagonist: 19.4; D3 ag: 22.5; KB-3-1 cytotox: 12.2%

How did Cc1ccsc1C(=O)N1CCC1(C)C(=O)NS(=O)(=O)c1ccc(C#N)cc1 (stereo not given) do in these assays?
GLP-1R agonist: 0.2%; IL-1B inflam inh: -1.3; HT1080NT lethal: 25.7%; HT1080 IDH1KD tx: 0.6%; KB-V1 MDR tox: 1.9%; DRD3 antagonist: -7.6; D3 ag: 4.3; KB-3-1 cytotox: 0.0%

Results for COc1ccc(NC(=O)C(NC(C)=O)C(=O)NCc2ccccc2)cc1 (stereo not given) ?
GLP-1R agonist: -16.1%; SW480 rerep: -10.9%; IL-1B inflam inh: 14.7; HT1080NT lethal: 0.9%; HT1080 IDH1KD tx: -0.5%; KB-V1 MDR tox: 23.9%; DRD3 antagonist: -9.2; D3 ag: -4.6; KB-3-1 cytotox: 12.3%

What do the screens show for `Nc1nc(N)nc(-c2cc(O)ccc2O)n1`?
GLP-1R agonist: 1.2%; SW480 rerep: inconclusive; IL-1B inflam inh: inconclusive; HT1080NT lethal: -2.2%; HT1080 IDH1KD tx: 0.4%; KB-V1 MDR tox: -6.9%; DRD3 antagonist: 7.4; D3 ag: 18.4; KB-3-1 cytotox: inconclusive

How did CN(C(=O)Cc1c(C(=O)O)n(C)c2ccccc12)c1ccc(Cl)cc1 do in these assays?
GLP-1R agonist: -1.7%; SW480 rerep: -2.7%; IL-1B inflam inh: 18.4; HT1080NT lethal: 9.9%; HT1080 IDH1KD tx: 16.7%; KB-V1 MDR tox: -1.2%; DRD3 antagonist: 1.6; D3 ag: -6.4; KB-3-1 cytotox: 12.1%

What do the screens show for `CN1CCN(c2ccc(NC(=S)NC(=O)c3cccc4c(Cl)cccc34)cc2)CC1`?
GLP-1R agonist: -1.7%; SW480 rerep: 20.6µM*; IL-1B inflam inh: 10.9; HT1080NT lethal: 14.4%; HT1080 IDH1KD tx: 1.4%; KB-V1 MDR tox: 10.7%; DRD3 antagonist: -0.7; D3 ag: -7.3; KB-3-1 cytotox: -5.7%

What do the screens show for `CCc1ccccc1NC(=O)CSc1nc2c(c(-c3ccco3)c1C#N)CCCC2`?
GLP-1R agonist: -2.3%; SW480 rerep: -3.5%; IL-1B inflam inh: 6.7; HT1080NT lethal: 5.7%; HT1080 IDH1KD tx: -16.2%; KB-V1 MDR tox: inconclusive; DRD3 antagonist: 10.9; D3 ag: 0.3; KB-3-1 cytotox: 1.8%

How did COC(=O)C1=CN(C)C=C(C(=O)OC)C1c1ccc(Cl)cc1Cl do in these assays?
GLP-1R agonist: 5.8%; SW480 rerep: inconclusive; IL-1B inflam inh: 23.3; HT1080NT lethal: 10.8%; HT1080 IDH1KD tx: 4.7%; KB-V1 MDR tox: 17.1%; DRD3 antagonist: -10.1; D3 ag: 1.9; KB-3-1 cytotox: -0.7%

Results for Cc1ccc(NS(=O)(=O)c2cc([N+](=O)[O-])ccc2N/N=C/c2sc(N3CCOCC3)nc2-c2ccccc2)c(C)c1 ?
GLP-1R agonist: 2.0%; SW480 rerep: -0.4%; IL-1B inflam inh: 0.0; HT1080NT lethal: -0.7%; HT1080 IDH1KD tx: 4.6%; KB-V1 MDR tox: 5.7%; DRD3 antagonist: 9.6; D3 ag: 12.5; KB-3-1 cytotox: 2.8%

What do the screens show for `CCN(CC(=O)Nc1c(F)cccc1F)C(=O)CSCC(=O)Nc1cccc(C)c1`?
GLP-1R agonist: -8.8%; SW480 rerep: -7.9%; IL-1B inflam inh: -5.2; HT1080NT lethal: 8.6%; HT1080 IDH1KD tx: 4.6%; KB-V1 MDR tox: 1.2%; DRD3 antagonist: 8.9; D3 ag: 0.8; KB-3-1 cytotox: inconclusive

How did CC(C)CCN1CCC(N)=NC1=O do in these assays?
GLP-1R agonist: 5.0%; SW480 rerep: -22.0%; IL-1B inflam inh: 14.9; HT1080NT lethal: 13.6%; HT1080 IDH1KD tx: 13.6%; KB-V1 MDR tox: 2.7%; DRD3 antagonist: -2.3; D3 ag: 5.5; KB-3-1 cytotox: -6.9%

What do the screens show for `Cc1ccc(NC(=O)C2CCN(S(=O)(=O)c3cccc4cccnc34)CC2)nc1`?
GLP-1R agonist: -6.0%; SW480 rerep: 7.8%; IL-1B inflam inh: -0.6; HT1080NT lethal: 0.0%; HT1080 IDH1KD tx: -0.4%; KB-V1 MDR tox: inconclusive; DRD3 antagonist: 30.0; D3 ag: 1.2; KB-3-1 cytotox: -8.4%

What do the screens show for `COc1cccc(OC)c1C(=O)N1CCN(Cc2ccccc2C(F)(F)F)CC1`?
GLP-1R agonist: -0.1%; SW480 rerep: 1.2%; IL-1B inflam inh: -16.3; HT1080NT lethal: -16.9%; HT1080 IDH1KD tx: -12.2%; KB-V1 MDR tox: -23.2%; DRD3 antagonist: 43.5; D3 ag: 3.9; KB-3-1 cytotox: 7.2%

Results for O=C(CSc1nc2ccccc2c(=O)n1-c1ccccc1F)NC1CC1 ?
GLP-1R agonist: 10.7%; SW480 rerep: -1.1%; IL-1B inflam inh: -16.1; HT1080NT lethal: 0.2%; HT1080 IDH1KD tx: -3.1%; KB-V1 MDR tox: -30.7%; DRD3 antagonist: -3.3; D3 ag: 1.8; KB-3-1 cytotox: -7.6%

What do the screens show for `O=C(CSc1nc2cccnc2n1Cc1ccccc1)N1CCCC1`?
GLP-1R agonist: -2.0%; SW480 rerep: -1.3%; IL-1B inflam inh: 5.3; HT1080NT lethal: 8.1%; HT1080 IDH1KD tx: 8.0%; KB-V1 MDR tox: -16.5%; DRD3 antagonist: -10.1; D3 ag: -0.8; KB-3-1 cytotox: 12.7%

2 records picked at random from the list so far, as already listed:
How did CC(C)CCN1CCC(N)=NC1=O do in these assays?
GLP-1R agonist: 5.0%; SW480 rerep: -22.0%; IL-1B inflam inh: 14.9; HT1080NT lethal: 13.6%; HT1080 IDH1KD tx: 13.6%; KB-V1 MDR tox: 2.7%; DRD3 antagonist: -2.3; D3 ag: 5.5; KB-3-1 cytotox: -6.9%

How did CN(C(=O)Cc1c(C(=O)O)n(C)c2ccccc12)c1ccc(Cl)cc1 do in these assays?
GLP-1R agonist: -1.7%; SW480 rerep: -2.7%; IL-1B inflam inh: 18.4; HT1080NT lethal: 9.9%; HT1080 IDH1KD tx: 16.7%; KB-V1 MDR tox: -1.2%; DRD3 antagonist: 1.6; D3 ag: -6.4; KB-3-1 cytotox: 12.1%
